High-throughput results deposited in PubChem BioAssay by several laboratories.
Scp-1 inhibitor: Scp-1 (human) phosphatase inhibition; Q9GZU7; inhibition, % at 20 µM; Recombinant Scp1, phosphopeptide, malachite green phosphate absorbance; actives 0.88% (n = 340,000);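 active = inhibition above about 50% at 20 µM, limit read from the data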;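 note: plate controls were DMSO wells with enzyme for no effect and wells lacking enzyme for full effect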
Target sequence (Q9GZU7 76-261 limits assumed): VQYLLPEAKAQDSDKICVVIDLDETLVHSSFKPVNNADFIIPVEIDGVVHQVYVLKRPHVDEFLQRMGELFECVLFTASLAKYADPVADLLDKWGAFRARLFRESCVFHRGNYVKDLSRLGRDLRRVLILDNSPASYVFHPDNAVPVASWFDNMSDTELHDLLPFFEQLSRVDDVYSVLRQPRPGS
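Material – SCP-1 phosphatase catalytic domain, residues 76-261 · Buffer or medium – Acidic Tris acetate buffer with magnesium and detergent · Also added – Phospho 17-mer peptide substrate · Compound – single 20 µM dose, 1% DMSO · Times – 45 min room-temperature reaction, 5 min colour, 30 min stabiliser · Technique – Phosphate-binding colour reagent, absorbance read at 630 nm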
DNMT1 block: DNMT1 (human) enzyme inhibition. inhibition (reported as % activation of signal), % at 10 µM. P26358. AID 588458. DNMT1 molecular beacon, Hinp1I cleavage, fluorescence. actives 0.83% (n = 360,000); in the data active = inhibition above about 50%
Tb MetRS inh: blocks T. brucei methionyl-tRNA synthetase activity. AID 624268. actives 0.4% (n = 360,000). purified T. brucei MetRS, ATP depletion, Kinase-Glo luminescence. inhibition, % at 11.9 µM;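 active = inhibition above a per-plate cutoff of the control wells' mean inhibition plus 3 SD, cut at about 5.5% in these data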;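 note: 0% = DMSO wells median and 100% = median of wells with control inhibitor compound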
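Test system – parasite MetRS enzyme · Reagent – substrates ATP, L-methionine and bulk Escherichia coli tRNA · Doses – 11.9 µM compound single dose, 0.9% DMSO · Times – 15 min enzyme-compound preincubation, 2 h reaction, 10 min detection, 25 °C · Signal – Kinase-Glo luminescence, ATP depletion format · Controls – DMSO-only wells as low control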
LMPTP block: blocks human LMPTP phosphatase. P24666. recombinant LMPTP-A, OMFP fluorogenic substrate, fluorescence intensity. inhibition, % at 20 µM. actives 0.22% (n = 360,000);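 active = compounds that cut the enzyme signal by at least half of the control window in the single-dose screen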;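 note: plate controls were DMSO wells with enzyme plus substrate for no effect and substrate without enzyme for full effect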
Target sequence (P24666 whole entry, looked up): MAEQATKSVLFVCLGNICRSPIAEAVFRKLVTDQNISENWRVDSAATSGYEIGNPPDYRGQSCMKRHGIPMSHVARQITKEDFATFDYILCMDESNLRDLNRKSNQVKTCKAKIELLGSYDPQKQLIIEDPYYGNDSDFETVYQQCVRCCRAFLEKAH
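Buffer or medium: Bis-Tris pH 6.0, DTT, detergent; Assay system: LMPTP-A enzyme; Quantity: 0.625 nM enzyme; Detection: endpoint fluorescence intensity; Times: 50 min dark incubation at room temperature; Controls: substrate-only low control, DMSO enzyme-plus-substrate high control; Doses: single 20 µM dose; Read-out: percent inhibition versus substrate-only and uninhibited controls; Reagent: 400 µM OMFP.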
MsrA inh: inhibitors of bovine MsrA; AID 651718; actives 0.75% (n = 360,000); inhibition, % at 15.5 µM; purified bovine MsrA, absorbance read-out; in the data active = inhibition above about 4.5%;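 note: 0% = vehicle wells with enzyme and 100% = reference inhibitor wells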
E coli Lon inh: inhibits E. coli Lon protease. P0A9M0. purified E. coli Lon protease, fluorescence polarization. inhibition, % at 7.94 µM. actives 0.42% (n = 360,000). AID 602123; in the data active = inhibition above about 13%, passing the limit was not always enough;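 note: 0% = enzyme with probe and DMSO and 100% = no enzyme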
bovine MsrA act: bovine methionine sulfoxide reductase A activation; actives 0.3% (n = 360,000); activation, % at 10.6 µM; AID 602163; purified bovine MsrA, absorbance read-out; in the data active = activation above about 7.5%;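 note: 0% = vehicle and 100% = reference activator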
NRP1-CendR mod: NRP-1/CendR interaction modulation; O14786; FAM-RPARPAR peptide binding to NRP-1, fluorescence polarization; inhibition, % at 25 µM; actives 0.85% (n = 360,000);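 active = inhibition or corrected inhibition above about 18%, plus a signal ratio from 0.5 to 1.5, limit read from the data, passing the limit was not always enough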; note: strong numbers were not always called active
STEP inh: inhibitors of human striatal-enriched phosphatase STEP; P54829; recombinant STEP, OMFP fluorogenic substrate, fluorescence; inhibition, % at 20 µM; actives 0.25% (n = 360,000); AID 588621;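 active = inhibition at 20 µM, scaled per plate between control wells, above about 37%, limit read from the data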;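 note: 0% = DMSO with enzyme and substrate and 100% = substrate only without enzyme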
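Assay system: isolated STEP enzyme. Buffer or medium: pH 6.0 Bis-Tris with DTT and Tween 20. Also added: fluorogenic phosphatase substrate OMFP at 25 µM final. Dosing: 20 µM, 1% DMSO. Timing: 20 min reaction, room temperature, in the dark. Measured by: fluorescence intensity, excitation 480 nm, emission 540 nm. Evaluation: normalized % inhibition.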
SUMO1-SIM PPI: SUMO1-SIM interaction modulation. inhibition, % at 20 µM. actives 0.33% (n = 360,000). SUMO1 binding to a labelled peptide, TR-FRET, 1 h. AID 602429. P63165; in the data active = inhibition above about 37%
Target sequence (P63165 whole entry, looked up): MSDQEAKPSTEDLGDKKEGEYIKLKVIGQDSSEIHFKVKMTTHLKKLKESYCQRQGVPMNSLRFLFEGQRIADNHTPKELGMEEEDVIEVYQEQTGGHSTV
* = called active by the depositor; x = not tested or not shown.

Results follow in this order: Scp-1 inhibitor	DNMT1 block	Tb MetRS inh	LMPTP block	MsrA inh	E coli Lon inh	bovine MsrA act	NRP1-CendR mod	STEP inh	SUMO1-SIM PPI
1: COc1ccc(NC(=O)C2(C)CCN2Cc2ccccc2OC(F)F)cc1OC (centres undefined)
    x	-5	-0.3	-0.6	-0.9	3	0	-10	0	3
2: COc1ccc(/C=C/C(=O)Nc2ccccc2C(=O)O)cc1
    -8	-1	-0.5	-1.1	4.2	2	-2	-8	5	-8
3: O=C(NCCc1c[nH]c2ccccc12)C1CCC(Cn2c(=S)[nH]c3ccccc3c2=O)CC1 (centres undefined)
    -8	-17	-0.1	4.6	1.4	0	-3	0	-2	0
4: N#CC1=C(N)Oc2cc3ccccc3cc2C1c1cccs1 (centres undefined)
    -2	-13	-0.1	2.7	0.3	4	-1	9	-1	-5
5: O=C(O)CCSC(=S)N1CCOCC1
    -6	0	-0.1	-0.1	-0.1	4	-2	-3	-4	2
6: CC(=NC(C)C)C1=C(O)CCC1=O
    -3	2	-0.2	0.8	0.3	4	-5	0	2	-4
7: Cc1ccc(S(=O)(=O)Nc2ccc(C(N)=O)cc2)cc1[N+](=O)[O-]
    -6	0	0.5	-1.4	2.2	-1	-1	-1	0	-6
8: COc1cccc(CNC(=O)c2cccc(S(=O)(=O)N3CCN(C)CC3)c2)c1
    34	0	-0.5	-1.5	0.5	-3	-3	5	-2	1
9: O=C(CN1CCCC1)N1CCCc2ccccc21
    -6	2	-0.2	0.3	0.8	-9	-2	9	35	1
10: CC(CNC(=O)COC(=O)c1cccnc1Cl)c1ccccc1 (centres undefined)
    -3	2	-0.4	3.1	-1.3	1	-6	0	-1	-2
11: CCC(=O)Nc1ccc2c(c1)OC[C@@H](C)NC[C@@H](C)[C@@H](OC)CN(C)C2=O
    x	x	-0.4	-2.0	0.4	x	x	2	x	2
12: CC(=O)NCCC(=O)Nc1cc(S(=O)(=O)N2CCOCC2)ccc1N1CCCC1
    -4	2	0.0	-0.8	-1.2	8	1	-10	1	1
13: O=C(NCc1ccco1)c1cccn2c(=O)c3c4c(sc3nc12)CCCC4
    -4	22	-0.1	1.7	-0.7	-2	-4	-7	1	-1
14: CCOc1ccccc1N(CC(=O)NC1CCCCC1)C(=O)CCC(=O)Nc1cc(C)ccn1
    -1	1	-0.3	-0.1	-0.3	2	-1	7	0	-2
15: Cc1cccc(NC(=O)/C(C#N)=C/c2ccc[nH]2)c1C
    -8	1	0.2	1.4	2.9	3	-2	6	4	-5

In a second layout: entries from further up
| nr | compound | Scp-1 inhibitor | DNMT1 block | Tb MetRS inh | LMPTP block | MsrA inh | E coli Lon inh | bovine MsrA act | NRP1-CendR mod | STEP inh | SUMO1-SIM PPI |
| --- | --- | --- | --- | --- | --- | --- | --- | --- | --- | --- | --- |
| 7 | Cc1ccc(S(=O)(=O)Nc2ccc(C(N)=O)cc2)cc1[N+](=O)[O-] | -6 | 0 | 0.5 | -1.4 | 2.2 | -1 | -1 | -1 | 0 | -6 |
| 8 | COc1cccc(CNC(=O)c2cccc(S(=O)(=O)N3CCN(C)CC3)c2)c1 | 34 | 0 | -0.5 | -1.5 | 0.5 | -3 | -3 | 5 | -2 | 1 |
| 9 | O=C(CN1CCCC1)N1CCCc2ccccc21 | -6 | 2 | -0.2 | 0.3 | 0.8 | -9 | -2 | 9 | 35 | 1 |
| 10 | CC(CNC(=O)COC(=O)c1cccnc1Cl)c1ccccc1 (centres undefined) | -3 | 2 | -0.4 | 3.1 | -1.3 | 1 | -6 | 0 | -1 | -2 |
| 11 | CCC(=O)Nc1ccc2c(c1)OC[C@@H](C)NC[C@@H](C)[C@@H](OC)CN(C)C2=O | x | x | -0.4 | -2.0 | 0.4 | x | x | 2 | x | 2 |
| 12 | CC(=O)NCCC(=O)Nc1cc(S(=O)(=O)N2CCOCC2)ccc1N1CCCC1 | -4 | 2 | 0.0 | -0.8 | -1.2 | 8 | 1 | -10 | 1 | 1 |
| 13 | O=C(NCc1ccco1)c1cccn2c(=O)c3c4c(sc3nc12)CCCC4 | -4 | 22 | -0.1 | 1.7 | -0.7 | -2 | -4 | -7 | 1 | -1 |
| 14 | CCOc1ccccc1N(CC(=O)NC1CCCCC1)C(=O)CCC(=O)Nc1cc(C)ccn1 | -1 | 1 | -0.3 | -0.1 | -0.3 | 2 | -1 | 7 | 0 | -2 |
| 15 | Cc1cccc(NC(=O)/C(C#N)=C/c2ccc[nH]2)c1C | -8 | 1 | 0.2 | 1.4 | 2.9 | 3 | -2 | 6 | 4 | -5 |

(further entries)
Results follow in this order: Scp-1 inhibitor	DNMT1 block	Tb MetRS inh	LMPTP block	MsrA inh	E coli Lon inh	bovine MsrA act	NRP1-CendR mod	STEP inh	SUMO1-SIM PPI
16: COC(=O)c1c(NC(=O)c2ccccc2C(=O)O)sc2c1CCC2
    -10	-3	1.1	-0.7	2.9	5	-3	-6	2	4
17: CCOC(=O)c1oc2ccccc2c1NC(=O)COc1cccc(OC)c1
    -4	11	-0.1	0.6	0.4	4	-4	-6	1	8
18: CCOC(=O)C1CCCN(c2c(C(=O)c3ccccc3)cnc3ccc(OC)cc23)C1 (centres undefined)
    -4	-3	-0.6	1.0	0.7	-5	0	-8	2	5
19: O=C(Oc1ccc(-c2cnc3ccccc3n2)cc1)c1ccc(Br)o1
    -7	7	-0.8	3.3	0.1	-7	-5	-11	4	-1
20: CCOC(=O)c1ccccc1NC(=O)COC(=O)C(CCSC)NC(=O)COc1ccccc1 (centres undefined)
    -10	-3	0.4	2.4	x	21	0	-9	2	0
21: O=C(O)c1cc(Cl)c(Cl)cc1C(=O)N1CCCC1
    19	1	-1.0	-1.9	-0.5	0	-6	9	-3	1
22: CCCCNc1ccc(S(=O)(=O)c2cccc([N+](=O)[O-])c2)cc1[N+](=O)[O-]
    -5	5	-0.3	-2.8	-0.1	3	-1	-7	-2	-1
23: CCn1c(=N)n(CC(O)c2ccco2)c2ccccc21 (centres undefined)
    -1	3	-0.2	0.5	-0.8	5	-2	2	0	1
24: CCOc1ccc(-c2c(C#N)c(N)nc3sc(C(=O)c4ccccc4)c(N)c23)cc1
    -2	-4	-0.2	5.6	1.0	-3	-2	-116	0	0
25: Cc1ccc(N(CC(=O)N/N=C/c2ccc(OC3CSC3)cc2)S(=O)(=O)c2ccccc2)cc1
    -5	2	-0.6	2.8	0.7	-6	-2	-4	3	1
26: CC(=O)Oc1cc2oc(=O)c3c(c2cc1Cl)CCC3
    -5	3	-0.5	-17	2.7	0	-2	-1	0	-5
27: CCOc1cc(CNCCCN2CCOCC2)cc(Cl)c1OCC(=O)NC(C)(C)C
    -12	5	-0.4	-6.5	0.8	2	2	3	-3	-2
28: Cc1ccnc(N2CCC(C(=O)Nc3ccc(Oc4ccccc4)cc3)CC2)n1
    -18	9	0.1	-1.2	-0.2	-7	8	-8	1	24
29: Cc1ccc(S(=O)(=O)Nc2cccc(-c3ccc(N4CCCCCC4)nn3)c2)cc1C
    18	-10	-0.6	5.9	0.6	0	-7	2	3	3
30: Cc1ccc(C(C)NC(=O)c2cccs2)cc1C (centres undefined)
    -10	1	-0.3	-0.1	-0.2	0	-2	6	0	-1

Next part (two carried over from the part before).
Results follow in this order: Scp-1 inhibitor	DNMT1 block	Tb MetRS inh	LMPTP block	MsrA inh	E coli Lon inh	bovine MsrA act	NRP1-CendR mod	STEP inh	SUMO1-SIM PPI
29: Cc1ccc(S(=O)(=O)Nc2cccc(-c3ccc(N4CCCCCC4)nn3)c2)cc1C
    18	-10	-0.6	5.9	0.6	0	-7	2	3	3
30: Cc1ccc(C(C)NC(=O)c2cccs2)cc1C (centres undefined)
    -10	1	-0.3	-0.1	-0.2	0	-2	6	0	-1
31: COc1ccc(OCc2cc(C(=O)N3C[C@H]4CC[C@H]3C4)no2)c(Cl)c1
    -7	-3	0.0	-0.3	-0.7	12	-6	8	0	3
32: O=C1CN(C(=O)CN2CCN(S(=O)(=O)c3ccccc3)CC2)c2ccccc2N1
    x	1	-0.1	-0.5	-0.3	0	0	4	3	3
33: Cn1nccc1C(=O)N1CCN(c2ccc(F)cc2)CC1
    2	2	1.3	-1.8	-0.9	-14	3	1	1	5
34: COc1ccc(/C=C/C(=O)C2CC2)cc1COc1c(C)cccc1C
    -17	-3	-0.6	1.7	2.2	-8	-3	-31	0	-4
35: Cc1cccc(NS(=O)(=O)c2cccc(C(=O)NCC3(N4CCCCC4)CCCCC3)c2)c1
    8	14	-0.3	0.4	-0.4	1	-9	2	2	0
36: Cc1ccc(S(=O)(=O)N2CC(O)C[C@H]2C(=O)OCC(=O)c2ccccc2)cc1 (some centres undefined)
    -10	5	-0.3	0.3	0.2	-2	-2	-2	0	3
37: CCc1ccc2c(c1)NC(=O)C2(C)Cc1ccc(C(F)(F)F)nc1 (centres undefined)
    x	4	-0.1	-0.9	0.2	4	-1	17	-3	1
38: Cc1ccc(NC(=O)CCNS(=O)(=O)c2ccccc2)c(C(=O)c2ccccc2)c1
    0	5	-0.8	0.0	-0.8	-8	-7	0	2	1
39: CCCCN(C(=O)CSc1nnc(-c2ccco2)o1)c1c(N)n(Cc2ccccc2)c(=O)[nH]c1=O
    -1	0	-0.1	2.1	0.2	13	-2	-5	1	3

Rows are unselected. About 4.3% of those tested had a hit in this group.
